Gli-Sufu block – Gli-Sufu pathway antagonism | Sufu-KO-LIGHT fibroblasts, Gli luciferase reporter luminescence | inhibition, % at 5 µM | 340,000 compounds, 0.74% hits | AID 588413;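 active = inhibition above about 55%, limit read from the data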;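 note: 0% = DMSO-treated cells and 100% = wells with medium but no cells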
APJ antag – antagonists of human APJ apelin receptor; CHO-K1 APJ beta-arrestin complementation, luminescence; inhibition, % at 20 µM; 330,000 compounds, 0.32% hits;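 active = inhibition above about 40% at 20 µM, limit read from the data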;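 note: cells challenged with 10 nM apelin-13 agonist together with compound; plate controls were apelin-13 plus DMSO wells for no effect and DMSO wells lacking apelin-13 for full effect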
CXCR6 inh – inhibitors of human CXCR6 receptor. inhibition, % at 20 µM. O00574. CHO-K1 PathHunter CXCR6 beta-arrestin, luminescence. 360,000 compounds, 0.36% hits; in the data active = inhibition above about 34%, passing the limit was not always enough;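 note: antagonist mode with CXCL16 agonist at 10 nM final; 0% = 10 nM CXCL16 with DMSO and 100% = unstimulated wells without agonist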
Jurkat NFkB inh – lowers PMA/ionomycin-induced NF-kB signal in Jurkat cells; PMA/ionomycin-induced NF-kB luciferase reporter, luminescence; inhibition, % at 4 µM; 330,000 compounds, 0.53% hits; in the data active = inhibition above about 50%
EBI2 block – EBI2 (human) antagonism; P32249; EBI2 beta-arrestin recruitment, luminescence, 7a,25-OHC stimulated; inhibition, % at 5 µM; 360,000 compounds, 0.81% hits; AID 651636; in the data active = inhibition above about 38%;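 note: enzyme fragment complementation signal reports receptor beta-arrestin coupling in cells; 0% = agonist plus DMSO wells and 100% = wells without agonist; some results beyond the cut were filed as inactive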
UBC13 inh – human UBC13 polyubiquitination inhibition; UBC13 polyubiquitin chain formation, TR-FRET; 330,000 compounds, 0.47% hits; P61088; inhibition, % at 20 µM; in the data active = inhibition above about 45%, passing the limit was not always enough
CCR6 antagonist – antagonists of human CCR6 receptor; P51684; 340,000 compounds, 0.49% hits; inhibition, % at 20 µM; AID 493098; CHO-K1 CCR6 PathHunter beta-arrestin, luminescence, CCL20-stimulated;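 active = compounds whose inhibition of the agonist-driven luminescence signal at 20 µM reaches about 50%, limit read from the data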;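 note: cells stimulated with CCL20 at 14 nM final; plate controls were DMSO with CCL20 for no effect and DMSO without agonist for full effect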
697 NFkB inh – inhibitors of the PMA/ionomycin-induced NF-kB reporter in 697 B cells. 697 B-cell NF-kB luciferase reporter, 16 h. inhibition, % at 4 µM. 330,000 compounds, 0.33% hits. AID 435022; in the data active = inhibition above about 35%
* marks the source's active call; other numbers are inactive results; . = no result given.

SMILES,CXCR6 inh,CCR6 antagonist,EBI2 block,697 NFkB inh,APJ antag,UBC13 inh,Gli-Sufu block,Jurkat NFkB inh
Cc1ccc(SCC(=O)NCc2ccccc2C)cc1,-4,5,21,3,9,-2,2,-3
Cc1ccc(CNC(=O)CCS(=O)(=O)c2ccc(Br)s2)o1,-5,0,1,10,-21,5,-8,16
Cc1ncc(CO)c(/C=N/NC(=O)c2cc3c(s2)CCCC3)c1O,1,2,-10,-12,-1,24,7,9
COC(=O)C1CCN(C(=O)c2cc(-c3ccc(Cl)s3)nc3ccccc23)CC1,-8,-4,-3,22,-4,41,1,0
CCOc1ccc(N=C(C)C2=C(O)c3ccccc3C2=O)cc1,-10,5,-10,-158,14,8,-9,-103
Cc1nc2ccccn2c1C(=O)N/N=C/c1ccc([N+](=O)[O-])o1,-9,5,0,7,-41,-26,-1,5
Cc1ccc(N2CCN(C(=O)c3cc(C(=O)c4ccccc4C)c[nH]3)CC2)c(C)c1,4,8,22,-4,-8,1,21,27
CC1(NC(=O)Nc2ccccc2)CCS(=O)(=O)C1 (centres undefined),-9,14,-1,-4,5,14,5,-1
CCCC(=O)Nc1nc(C)c(-c2csc(Nc3ccccc3OC)n2)s1,-5,6,0,4,26,0,-5,7
CC(NC(=O)c1cccs1)c1ccc(Cl)cc1 (centres undefined),0,0,2,-14,-13,-8,6,4
CC(=O)Nc1ccc(/C=N/OCC(=O)Nc2ccc(C)cc2)cc1,33,8,0,-15,6,-10,-30,-7
CCOC(=O)c1[nH]c(C)c(C(=O)N2CCN(c3ccc(F)cc3)CC2)c1C,4,-1,-5,-8,14,-5,4,5
Cc1cc(OCc2cc(C(=O)N(C)CCOc3ccccc3)no2)cc(C)c1Cl,5,23,9,13,12,-5,-5,-13
O=C(c1cc2cc([N+](=O)[O-])ccc2oc1=O)N1CCN(C2CCCCC2)CC1,1,-2,0,7,-1,-6,-22,-6
COCCCNC(=O)Cc1c(C)c2c(cc(C)c3c(C(C)(C)C)coc32)oc1=O,26,-9,6,-65,-26,17,49,40
CCOc1ccccc1CN1CCC(n2nccc2NC(=O)CCCc2ccccc2)CC1,8,11,3,22,7,15,27,5
Cc1noc(C)c1C(=O)Nc1sc2c(c1C(N)=O)CCCCC2,-2,-4,-7,2,16,-9,-5,-2
COc1ccc(C2C(C(=O)c3ccco3)=C(O)C(=O)N2CC2CCCO2)c(OC)c1 (centres undefined),1,1,-7,-4,-4,-8,-7,-7
CC(OC(=O)c1cc2c(ccc3ccccc32)oc1=O)c1nc2ccccc2s1 (centres undefined),37,37,11,0,-8,6,5,-14
COc1ccc(C(=O)NC(C(=O)OCC(=O)Nc2sccc2C(N)=O)C(C)C)cc1 (centres undefined),-11,1,-2,-5,-4,-1,-10,-6
CCCCOC(=O)CSc1nnc(-c2cc(OC)c(OC)c(OC)c2)o1,8,2,7,8,-14,-5,0,1
CCOC(=O)c1c(N)sc(C(=O)N2CCCC(C(N)=O)C2)c1C (centres undefined),7,2,5,0,17,5,2,-15
C[C@H](CO)N1C[C@H](C)[C@@H](CN(C)CC2CCCCC2)Oc2c(NS(=O)(=O)c3ccccc3)cccc2C1=O,7,3,6,-5,3,-4,2,-15
CCN(CC)c1ccc(NC(=O)C2CCCN(S(=O)(=O)c3cnc[nH]3)C2)c(C)c1 (centres undefined),-1,0,-5,5,-6,-8,-5,8
CC(NC(=O)OC(C)(C)C)C(=O)N1CCCC1C(=O)NC(Cc1ccccc1)C(N)=O (centres undefined),5,-2,-5,10,8,-1,1,-3
CCCCCc1nc2sc3c(c2c(=O)n1NC(=O)c1ccc([N+](=O)[O-])cc1)CC(C)(C)OC3,-5,11,5,3,16,-13,2,4
CC(c1nnc(SCC(=O)c2c(N)n(C3CC3)c(=O)[nH]c2=O)n1-c1ccc(F)cc1)N(C)C (centres undefined),-7,9,-4,12,-2,5,-18,19
COc1ccccc1N=C1SC(C(=O)Nc2ccc(F)cc2)CC(=O)N1C (centres undefined),-5,-3,-7,10,-6,-1,-5,-1
O=C(N/N=C/c1ccc(OC(=O)c2ccccc2Br)cc1)c1ccccn1,6,8,-69,-104,-15,5,-59,-60
Cc1ccc(S(=O)(=O)n2c(C)nc3ccccc32)cc1,-3,15,-12,-15,4,1,-1,-17
O=C(Nc1ccc2ccccc2c1[N+](=O)[O-])c1ccccc1,-5,8,14,.,.,.,-91,.
CCOC(=O)C1CCN(CC(=O)Nc2c(C(=O)OC)[nH]c3cccc(C)c23)CC1,-1,-6,4,9,19,-6,2,4
COc1ccc(/C=C(/NC(=O)c2ccccc2)C(=O)N2CCCC2)cc1OC,1,-7,-2,11,10,0,-5,-24
COc1cccc(C(=O)Nc2ccc3[nH]ncc3c2)c1OC,-3,3,1,-39,-11,-5,-16,-39
COc1cc2[nH]c(=O)c(C(=O)NCCCN3CCCCC3)c(O)c2cc1OC,11,-1,-1,2,14,30,3,-11
O=C(COC(=O)c1nsc(Cl)c1Cl)NC1CCCCC1,-7,-4,-10,2,10,3,20,2
CC1Cc2ccccc2N1S(=O)(=O)c1c(N)n(C)c(=O)n(C)c1=O (centres undefined),2,6,2,18,-4,6,-7,-3
COc1ccc(Cl)cc1NC(=O)C(C)N(C)Cc1ccc(C(F)(F)F)cc1 (centres undefined),8,12,13,8,-20,6,5,17
COc1ccc(C(=O)c2sc(Nc3ccccc3)c(C(=O)Nc3ccc(OC)c(OC)c3)c2N)cc1,19,34,-1,-28,0,-19,-27,-5
CC1(C)CC(=O)c2cnc(NC(=O)CSc3nc4ccccc4o3)nc2C1,-7,34,-3,-34,-13,-20,24,-12
Cc1nn(C)c(C)c1CN(C)C(=O)c1cc2n(n1)C(C(F)(F)F)CC(c1cccs1)N2 (centres undefined),2,-6,-4,-15,-7,-5,8,13
CC(C1CC2CCC1C2)N1CC(O)=C(c2nc3ccccc3[nH]2)C1=N (centres undefined),-10,4,4,11,-23,-7,1,-15
CCc1ccc(NC(=O)Cn2c(SC)nc3ccccc32)cc1,-2,-3,0,32,4,-1,-43,12
CN(C)c1cccc(NC(=O)C2(C)CC2(Cl)Cl)c1 (centres undefined),3,1,7,-11,-12,-1,0,8
O=S(=O)(c1ccccc1)N1CCN(C(c2ccccc2)c2ccc(OC(F)(F)F)cc2)CC1 (centres undefined),3,15,15,-2,19,-8,6,3
CSc1nnc2c(n1)OC(c1ccccn1)N(C(C)=O)c1ccccc1-2 (centres undefined),-5,9,0,2,-8,2,-3,-4
COc1ccccc1CNC(=O)c1cc(S(=O)(=O)N2CCN(c3ccccc3)CC2)ccc1Cl,9,6,3,.,.,.,4,.
CC(Oc1ccc(Cl)cc1Cl)C(=O)N/N=C1\CCCc2ccccc21 (centres undefined),-7,3,-5,29,11,13,-2,6
COc1ccc(CC(=O)c2ccccc2C(=O)O)cc1,4,5,-6,7,2,6,0,-3
Cc1ccc(S(=O)(=O)N2[C@@H](c3ccc(C(C)C)cc3)C(C(=O)O)=C[C@H]2C(C)(C)C)cc1,-5,-8,-4,11,4,-16,0,16
Cc1cc(Cl)c(OCCCNC2CCCC2)c(Br)c1,0,2,-7,3,-18,11,29,1
NC(=Nc1ccccc1)N(c1ccccc1)c1ccccc1,-1,-2,1,.,.,.,2,.
CCn1c(SCC(=O)Nc2nc(-c3ccccc3)cs2)nnc1-c1ccccc1O,-6,0,-4,-29,-5,4,2,-4
Cc1nc2cc(N3CCN(C)CC3)c(NC(=O)Cc3ccccc3)cc2c(=O)n1Cc1ccccc1,9,-4,5,-25,-8,8,54,6
CCOC(=O)c1cnc(SCC(=O)Nc2ccc(NC(C)=O)c(OC)c2)nc1N,-2,7,-1,5,6,-10,2,-7
COc1ccc(NC(=O)c2c(NC(=O)CCC(=O)O)sc(-c3ccccc3)c2C)cc1,0,-2,5,7,22,-5,1,2

Further records follow.
SMILES,CXCR6 inh,CCR6 antagonist,EBI2 block,697 NFkB inh,APJ antag,UBC13 inh,Gli-Sufu block,Jurkat NFkB inh
Cc1ccc(NC(=O)CN2C(=O)NC3(CCCc4ccccc43)C2=O)cc1S(=O)(=O)N1CCOCC1 (centres undefined),-3,6,-3,19,-8,5,-16,5
O=C(Nc1ccc([N+](=O)[O-])cc1)c1ccc(S(=O)(=O)N2CCCC2)cc1,-5,-3,16,5,-1,-6,2,13
COc1ccc(C(=O)CSc2nnc(CNc3nc(-c4ccccc4)cs3)n2C)cc1,-1,2,1,-1,13,11,3,-2
COc1cc(/C=C/C(=O)OCC(=O)NCCC2=CCCCC2)ccc1O,0,10,22,-1,-3,9,-14,1
CN1C(=O)C(CC(=O)Nc2ccc(F)cc2)N(Cc2cccs2)C1=S (centres undefined),-8,-3,-3,4,11,6,2,7
N#Cc1cc2c(nc1SCC(=O)Nc1nccs1)CCCCC2,3,-8,7,-309,-14,25,-119,-230
CC1CCCCN1C(=O)CCNS(=O)(=O)c1ccc2c(c1)c(=O)n(C)c(=O)n2C (centres undefined),9,7,-3,-4,13,5,-7,-5
S=C1NC[C@H](CC2CCCCC2)N1CCc1cccc2ccccc12,-2,21,51*,0,5,20,17,-2
CN=C1C([N+](=O)[O-])=CC=C2C1=NC1(CCCCC1)N2O,-9,5,-17,9,10,-210,-9,6
O=C(NCCC1=CCCCC1)N[C@@H](Cc1ccccc1)C(=O)O,-36,-6,1,3,9,-1,-8,-1
CCC1CC2(C)NC(=O)c3c(sc4c3CC(C)(C)OC4)N2C1=O (centres undefined),-1,-1,-2,-10,7,3,-5,13
Cc1ccc(C(=O)OCC(=O)N2CCCCCC2)cc1S(=O)(=O)N1CCOCC1,-3,3,2,9,12,-10,3,10
CCCCn1nnnc1SCC(=O)Nc1ccc(N(C)C)cc1,7,-10,10,1,-6,-5,8,-8
CN(c1ccc(C(=O)NCc2ccc3c(c2)OCO3)cc1)S(C)(=O)=O,1,-7,4,16,4,-1,-1,0
CNC(=O)Nc1ccccc1C(=O)Nc1ccccc1,0,-5,-5,8,12,6,-11,2
Clc1ccc(Cc2ccccn2)cc1,0,1,-8,-1,13,-4,0,2
CC(C)c1ccc(NC(=O)c2ccccc2NC(=O)C2CCCCC2C(=O)O)cc1 (centres undefined),0,12,-7,-78,-8,-18,-18,-51
CCN(CC)S(=O)(=O)c1cc(C(=O)O)c(Cl)cc1Cl,-5,8,-1,9,3,2,4,-10
Oc1ccccc1C1CC(c2cccs2)=NC(c2ccc(Cl)cc2)N1 (centres undefined),0,-9,-8,-31,-2,-4,2,-5
CSc1ccccc1NC(=O)COc1ccccc1C,-5,20,3,-26,-14,3,-19,-38
CC(=O)Nc1ccc(C)cc1,-1,-3,-3,9,-5,3,-5,0
CC(=O)CSc1nnc(-c2ccncc2)n1C,-1,-4,1,2,4,-2,5,5
CCn1c(=O)n(CC)c2cc(N3CCCC3)c(NC(=O)c3ccccc3Br)cc21,-1,10,-18,-16,15,-2,16,5
O=C(CN(CC1CCCO1)C(=O)CCC(=O)Nc1nccs1)NCc1ccccc1 (centres undefined),3,-10,-11,12,5,5,-5,1
O=C(Cc1cccs1)NCCc1ccc(Cl)cc1,-5,6,20,5,22,2,-12,7
O=C(NC(=S)Nc1ccc(C(F)(F)F)cc1)c1csnn1,24,35,11,-29,31,3,3,-13

Taken from above:
For APJ antag, `CCCCCc1nc2sc3c(c2c(=O)n1NC(=O)c1ccc([N+](=O)[O-])cc1)CC(C)(C)OC3` is entered as 16
For Jurkat NFkB inh, `Cc1cc(Cl)c(OCCCNC2CCCC2)c(Br)c1` is entered as 1
For UBC13 inh, `CCOC(=O)C1CCN(CC(=O)Nc2c(C(=O)OC)[nH]c3cccc(C)c23)CC1` is entered as -6

Screens as filed in PubChem.
